# From PubChem BioAssay
# MC4R barr agon = MC4R agonists recruiting beta-arrestin, primary screen, cell-based, luminescence, agonist arm of biased-ligand search; 360,000 compounds, 0.98% hits; U2OS MC4R beta-arrestin complementation; percent of melanotan II response, DMSO zero; activation, % at 8.9 µM; AID 540308, 2011;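 active = activation above a per-plate cutoff, the mean activation of sample wells on that plate plus 3 SD, cut at about 8% in these data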
# Glyco luc inh = increase of ERlucT glycosylation luciferase signal, primary screen, N-linked glycosylation inhibitor project, D54 ERlucT cells, luminescence, set 2 | D54 ERlucT glycosylation luciferase reporter, 24 h; percent of 100 nM tunicamycin response | reporter increase, % at 12.5 µM | 360,000 compounds, 0.23% hits | AID 588692, 2011;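 active = mean luciferase reporter signal, scaled so untreated is 0 and the glycosylation-blocking control 100, at or above a set limit in every replicate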;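 note: luciferase carries N-glycosylation sites so blocking glycosylation raises the light; 0% = median of neutral control wells and 100% = median of 100 nM tunicamycin wells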
# ABHD5 PLIN5 PPI = ABHD5-PLIN5 interaction inhibitors, primary screen, cell lysate, split luciferase complementation, luminescence | Split G. princeps luciferase complementation, 4 h | inhibition, % at 4 µM | 360,000 compounds, 0.78% hits;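 active = inhibition above the mean inhibition across every tested compound plus 3 SD, cut at about 22% in these data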;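 note: 0% = DMSO only wells and the 100% control is not disclosed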
# Target sequence (Q00G26 whole entry, looked up): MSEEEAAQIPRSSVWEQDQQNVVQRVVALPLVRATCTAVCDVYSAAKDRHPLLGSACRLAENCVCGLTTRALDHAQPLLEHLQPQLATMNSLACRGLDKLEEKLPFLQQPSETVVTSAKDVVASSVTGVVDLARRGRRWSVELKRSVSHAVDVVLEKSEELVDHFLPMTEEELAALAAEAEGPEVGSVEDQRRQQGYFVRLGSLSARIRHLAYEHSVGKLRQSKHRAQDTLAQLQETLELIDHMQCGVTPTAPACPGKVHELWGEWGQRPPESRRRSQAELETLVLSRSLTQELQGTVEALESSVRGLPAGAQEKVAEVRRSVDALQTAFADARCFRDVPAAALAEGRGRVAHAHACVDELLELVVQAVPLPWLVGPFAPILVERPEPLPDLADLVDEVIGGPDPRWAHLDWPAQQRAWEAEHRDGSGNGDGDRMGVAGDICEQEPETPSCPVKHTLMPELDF
# Target sequence (Q8WTS1 whole entry, looked up): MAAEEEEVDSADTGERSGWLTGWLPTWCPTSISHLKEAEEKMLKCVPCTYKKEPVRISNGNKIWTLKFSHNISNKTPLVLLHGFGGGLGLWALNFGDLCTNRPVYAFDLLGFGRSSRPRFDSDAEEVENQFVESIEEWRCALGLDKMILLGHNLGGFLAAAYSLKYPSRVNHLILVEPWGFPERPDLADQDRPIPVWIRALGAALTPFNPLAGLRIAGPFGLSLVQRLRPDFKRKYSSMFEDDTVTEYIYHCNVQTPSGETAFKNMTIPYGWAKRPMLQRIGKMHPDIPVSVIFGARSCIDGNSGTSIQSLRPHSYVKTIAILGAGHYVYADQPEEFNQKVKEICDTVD
# HTR2A ag = mouse Htr2a agonists via beta-arrestin recruitment, primary screen, cell-based, luminescence. 5-hydroxytryptamine receptor 2A (Mus musculus), P35363. CHO-K1 mHTR2A beta-arrestin complementation; percent of 30 µM serotonin response. activation, % at 7.6 µM. 360,000 compounds, 0.66% hits. AID 624169, 2012;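 active = activation above a run cutoff, the mean activation of all tested compounds plus 3 SD, cut at about 14% in these data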;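 note: 0% = plate median of compound wells and 100% = 30 µM serotonin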
# hiPSC survival = enhancers of single-cell hiPSC survival, primary screen, ATPlite luminescence | 100% = ROCK inhibitor wells, 0% = DMSO | survival enhancement, % at 20 µM | 360,000 compounds, 0.044% hits | AID 602274, 2012; in the data active = survival enhancement above about 18%;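 note: cells exposed to compounds for 16 hours before the ATP read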
# ABCB6 inh MLPCN = ABCB6 transporter inhibitors, primary screen, K562-ABCB6 cells, flow cytometry, MLPCN library | ATP-binding cassette sub-family B member 6 (Homo sapiens), Q9NP58 | K562-ABCB6 porphyrin accumulation, 1 h; hits give low values | fluorescence ratio to DMSO, % at 10 µM | 360,000 compounds, 0.19% hits | AID 602162, 2011;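 active = fluorescence ratio to DMSO below 75%, the collection mean minus 3 SD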;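 note: signal is porphyrin accumulated inside mitochondria; 100% equals median channel fluorescence of DMSO control wells; lower ratio means ABCB6 inhibition with less porphyrin fluorescence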
# Granule exo inh = LAMP-1 surface exposure blockers, TALL-104 cells – cell-based, flow cytometry, MLPCN library, primary screen; 360,000 compounds, 0.66% hits; TALL-104 LAMP-1 surface exposure; cells stimulated with thapsigargin and PMA; inhibition, % at 10 µM; AID 651702, 2012;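 active = inhibition above about 55%, limit read from the data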
# Cardio protect = cardioprotection against H2O2-induced cell death, primary screen, uHTS, H9c2 cells, ATPLite luminescence; AID 588492, 2011; protection from H2O2 cell death, % at 20 µM; H9c2 cardiomyocytes, H2O2 injury protection, 2 h; 360,000 compounds, 0.63% hits;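 active = compounds giving at least 50% protection of heart cells from peroxide-induced death in the single-dose screen, raw or plate-pattern-corrected value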;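 note: 0% = DMSO wells with peroxide and 100% = DMSO wells without peroxide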
# MC4R antagonist = MC4R antagonists of cAMP signaling, primary screen, cell-based, TR-FRET, antagonist arm of biased-ligand search | 360,000 compounds, 0.48% hits | Melanocortin receptor 4 (Homo sapiens), P32245 | MC4R-expressing cells, MTII-stimulated cAMP, LANCE TR-FRET | inhibition, % at 6.5 µM | AID 540295, 2011;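 active = inhibition above its plate's cutoff, the mean of tested wells on that plate plus 3 SD, cut at about 29% in these data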;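 note: 0% = Melanotan II alone and 100% = Melanotan II plus saturating MCL0020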
#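 Test system: U2OS cells stably expressing human melanocortin 4 receptor (MC4R); also added: Melanotan II challenge; compound: 6.5 µM single dose; timing: 30-min compound preincubation, 1-h Melanotan II challenge, 1-h detection, room temperature; signal: Eu-cAMP/anti-cAMP TR-FRET, emission 671 nm; repeats: one well per compound, no replicates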
# aDG glyco up = activators of alpha-DG glycosylation, primary screen, uHTS, Pro5-aDG cells, AlphaScreen; activation, % at 10 µM; alpha-DG glycosylation AlphaScreen (IIH6); 0% Pro5, 100% B10-LARGE cell signal; 360,000 compounds, 0.22% hits;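 active = activation of at least 8% versus controls, or a plate z-score of at least 8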;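 note: Pro5 are CHO cells carrying HIG-tagged alpha-DG that lacks glycosylation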
# Starred values were filed as active, the others as inactive; nt = not tested or not shown. Rows were taken by chance (roughly 4.5% active in at least one column).
# The first two records (preview)
SMILES,MC4R barr agon,Glyco luc inh,ABHD5 PLIN5 PPI,HTR2A ag,hiPSC survival,ABCB6 inh MLPCN,Granule exo inh,Cardio protect,MC4R antagonist,aDG glyco up
Cc1cc(C)cc(NC(=O)N2c3ccccc3NC(=O)CC2C)c1 (stereo unspecified),-1.0,2,-11,-1,0.2,99,-2,-4,9,0.0
O=c1c2ccccc2sn1-c1cc(S(=O)(=O)N2CCOCC2)ccc1N1CCCC1,1.8,-1,13,6,-1.3,96,8,-17,4,0.4

# Main list, repeating the preview:
SMILES,MC4R barr agon,Glyco luc inh,ABHD5 PLIN5 PPI,HTR2A ag,hiPSC survival,ABCB6 inh MLPCN,Granule exo inh,Cardio protect,MC4R antagonist,aDG glyco up
Cc1cc(C)cc(NC(=O)N2c3ccccc3NC(=O)CC2C)c1 (stereo unspecified),-1.0,2,-11,-1,0.2,99,-2,-4,9,0.0
O=c1c2ccccc2sn1-c1cc(S(=O)(=O)N2CCOCC2)ccc1N1CCCC1,1.8,-1,13,6,-1.3,96,8,-17,4,0.4
CCCc1nn(C)c(C(=O)Nc2cccc(CC)c2)c1Cl,6.0,-3,-1,4,-1.7,101,5,-7,6,0.8
Cc1ccc(-c2csc(N3CCC(C(N)=O)(N4CCCCC4)CC3)n2)cc1,3.5,2,-1,-5,-0.5,100,4,-5,13,-0.1
COc1cccc(CNc2cc(C)ccn2)c1O,0.2,-1,-13,13,0.9,100,4,6,4,0.0
Cc1[nH]n(-c2ccc(Cl)cc2)c(=O)c1C=Nc1ccc(S(=O)(=O)N2CCOCC2)cc1,-1.4,2,-6,6,0.1,95,17,-8,9,-0.1
CN(C)c1ccc(-c2cc3ccccc3c(=O)o2)cc1,3.2,-16,3,-5,-4.2,97,-2,-10,0,0.0
O=c1cc(O)c2sc(Nc3ccc(Cl)c(F)c3)nc2[nH]1,-1.2,-2,-10,6,0.5,96,0,-1,-8,-0.1
CC1(C)CC(=O)N(c2ccccc2)C1(C)O (stereo unspecified),-0.2,-1,-1,-4,2.6,95,0,-2,-2,-0.2
COc1cc(CCC(=O)OCC(=O)Nc2cccc(S(N)(=O)=O)c2)cc(OC)c1OC,-2.5,1,1,-2,0.9,101,-2,0,19,-0.1
COCCn1nnnc1SCC(=O)c1ccc(F)cc1,0.0,0,-3,4,-0.8,102,2,14,6,0.0
COc1ccc(C(=O)N/C(=C\c2ccc3c(c2)OCO3)C(=O)NCCc2nc3ccccc3[nH]2)cc1,-0.2,-1,5,1,-2.0,93,-5,11,29*,-0.2
COC(=O)c1cc2occc2n1CC(=O)N(C)C1CCCCC1,-0.2,1,-4,-2,0.5,103,-4,3,9,-0.2
COC(=O)C1(C)CCC(C(=O)Nc2ccccc2)C1(C)C (stereo unspecified),0.3,-1,0,4,1.8,94,6,0,1,0.0
COc1cccc(CN(C(=O)/C=C/c2ccco2)C2CCS(=O)(=O)C2)c1 (stereo unspecified),-0.3,-1,16,3,0.2,96,-4,-1,11,0.3
CCc1ccccc1OCC(=O)Nc1cccc(S(=O)(=O)NCc2ccco2)c1,-1.9,-2,-1,0,-0.3,91,-1,-1,2,0.4
c1ccc2ncc(-n3ccnc3)cc2c1,nt,3,3,1,-0.5,96,-4,6,nt,0.2
CCc1ccc(N(CC(=O)NC2CCCC2)C(=O)CCC(=O)Nc2ccccn2)cc1,0.3,0,6,2,0.4,96,-17,2,20,0.2
COc1ccc(N(CC(=O)Nc2nccs2)S(=O)(=O)c2c(C)[nH]c(=O)[nH]c2=O)cc1,-5.3,3,4,2,0.2,97,2,5,13,-0.4
COC(=O)c1ccc(-c2ccc(/C=N/N3C(=O)C4C5C=CC(CC5)C4C3=O)o2)cc1 (stereo unspecified),-1.8,-3,4,1,-0.6,104,0,-2,6,0.4
CCOCCCn1c(SCC(=O)Nc2ccc3[nH]c(=O)[nH]c3c2)nc2ccccc2c1=O,-2.5,-2,-2,-3,-0.4,98,-1,5,1,0.3
CSc1nncc(/C(C)=N/O)n1,-1.6,2,1,0,0.7,96,-2,3,1,-0.1
O=C(CC1SC(N2CCCCC2)=NC1=O)Nc1cccc(C(F)(F)F)c1 (stereo unspecified),0.9,1,-2,-5,-0.8,101,-1,4,-2,-0.1
N#Cc1ccc(/C=N/NC(=S)Nc2ccc(S(=O)(=O)N3CCOCC3)cc2)cc1,0.7,-1,-6,-5,-0.2,95,-4,-4,23,-0.2
CN(C)c1ncnc2c1ncn2[C@H]1CN(Cc2cccnc2)C[C@@H](CO)O1,1.4,5,-2,0,-1.1,95,2,5,5,0.5
COC(=O)[C@@]12C[C@@H](CC(=O)N3CCCCC3)C(=O)N(CCc3ccc(OC)c(OC)c3)C1=CCC(C)(C)C2,nt,nt,3,6,nt,nt,1,nt,nt,0.0
CCN(CC)S(=O)(=O)c1ccc(C(=O)OCCN2C(=O)CCC2=O)cc1,0.8,2,-5,0,0.5,100,-6,2,9,0.0
CC(C)OC(=S)N/C(=N\S(=O)(=O)c1ccccc1)c1ccccc1,-2.0,3,3,12,-2.2,106,-2,6,-3,0.1
COc1ccc2nc(SCC(=O)Nc3ccccc3C)[nH]c2c1,-1.7,1,0,-4,-2.3,98,-4,-5,-4,0.2
Nn1c(Cc2ccccc2F)nnc1SCCOc1ccc(Cl)cc1,-0.3,-1,9,-2,3.5,91,-1,-12,10,0.2
Cc1c(NC(=O)C(C)OC(=O)COc2cccc3c2OC(C)(C)C3)c(=O)n(-c2ccccc2)n1C (stereo unspecified),-1.0,1,-4,1,-2.4,98,-2,-2,5,-0.2
O=C(CN(C(=O)CCC(=O)Nc1ccccn1)c1ccc(F)cc1)NCc1ccc(F)cc1,0.6,2,0,-3,0.6,98,5,-5,26,-0.1
CCN(CC)S(=O)(=O)c1ccc(N2CCOCC2)c(NC(=S)NC(=O)c2ccco2)c1,-1.9,-2,2,-2,-0.3,94,11,4,8,-0.2
Cn1c(CNC(=O)OC(C)(C)C)nnc1SCc1c(Cl)cccc1Cl,-1.5,1,-5,-1,-0.7,101,-6,-11,2,0.1
Cc1c(C)c2ccc(O)c(CN3CCCC3)c2oc1=O,-1.1,0,3,-1,0.3,95,5,7,12,-0.2
COc1ccc(-c2ccc3nnc(SCC(=O)Nc4ccc(NC(C)=O)cc4)n3n2)cc1,-1.3,0,3,1,1.1,98,-3,-5,2,0.2

# A few values from the entries so far.
# Entry for `COc1ccc2nc(SCC(=O)Nc3ccccc3C)[nH]c2c1` under ABHD5 PLIN5 PPI: 0
# Entry for `COC(=O)[C@@]12C[C@@H](CC(=O)N3CCCCC3)C(=O)N(CCc3ccc(OC)c(OC)c3)C1=CCC(C)(C)C2` under Granule exo inh: 1
# Entry for `COc1ccc(-c2ccc3nnc(SCC(=O)Nc4ccc(NC(C)=O)cc4)n3n2)cc1` under Glyco luc inh: 0
# Entry for `Nn1c(Cc2ccccc2F)nnc1SCCOc1ccc(Cl)cc1` under Glyco luc inh: -1
# Entry for `Cn1c(CNC(=O)OC(C)(C)C)nnc1SCc1c(Cl)cccc1Cl` under hiPSC survival: -0.7

# The list goes on:
SMILES,MC4R barr agon,Glyco luc inh,ABHD5 PLIN5 PPI,HTR2A ag,hiPSC survival,ABCB6 inh MLPCN,Granule exo inh,Cardio protect,MC4R antagonist,aDG glyco up
CC(C)(C)OC(=O)N/N=C/c1ccc(C(=O)O)cc1,-1.8,1,4,-2,0.0,97,-4,-5,19,0.0
CS(=O)(=O)N(CC(=O)N1CCOCC1)c1ccccc1Br,-0.8,1,0,1,0.4,96,0,1,-2,-0.1
Cc1cc(NC(=O)c2ccno2)no1,-0.5,2,-3,3,0.2,98,1,6,7,0.5
CCN1C(=O)c2cccc3c(S(=O)(=O)Nc4c(C)n(C)n(-c5ccccc5)c4=O)ccc1c23,-1.7,1,0,4,3.9,108,9,2,2,-0.2
CCOc1cc2[nH]c(=O)n(CCc3ccc(OC)c(OC)c3)c(=O)c2cc1OCC,-1.7,2,1,2,2.8,78,3,5,-1,0.0
CN(C(=O)COC(=O)c1cc2ccccc2oc1=O)C1CCCCC1,0.2,0,15,0,-2.2,101,0,-4,4,-0.1
Cc1ccc(C(=O)NC(C)c2ccccc2)cc1S(=O)(=O)N1CCOCC1 (stereo unspecified),-2.3,0,-13,-6,-0.3,97,-2,-1,-3,-0.4
COc1ccccc1NC=C1C(=O)OC2(CCCCC2)OC1=O,0.0,1,0,0,-0.8,102,-8,2,10,0.1
O=C(NCC(=O)N1CCN(C/C=C/c2ccccc2)CC1)c1ccc(OC(F)F)cc1,0.4,-1,3,-5,0.1,91,-7,-9,0,-0.3
O=c1ccc2cc(S(=O)(=O)N3CCN(c4ccccc4F)CC3)ccc2[nH]1,1.5,1,-3,-2,1.1,91,-2,-13,10,-0.2
O=C(Nc1ccc(S(=O)(=O)N2CCCc3ccccc32)cc1)C1CCCO1 (stereo unspecified),0.5,5,0,-6,1.1,103,-1,-2,5,-0.1
Cc1cc(=O)oc2c3c(cc(OCC(=O)NC(C)C)c12)OC(C)(C)CC3,-0.6,5,-3,2,2.2,92,-1,4,3,0.3
Cc1ccc(OC(=O)c2cccnc2)cc1,-2.6,4,-1,0,-0.5,101,-4,12,-1,-0.3
Cc1ccc(S(=O)(=O)N2CCCCC2)cc1NC(=O)c1cccnc1,-0.8,1,14,10,0.9,97,2,12,3,1.8
CC(C)CC(=O)NC(Nc1ccccc1F)C(Cl)(Cl)Cl (stereo unspecified),1.9,-2,-9,-3,-1.9,106,0,0,1,0.1
O=C(COc1ncnc2c(Cl)cc(Cl)cc12)N1CCCCC1,-0.6,2,6,1,-2.9,87,1,-5,-3,-0.1
O=C(CN1C(=O)NC2(CCCC2)C1=O)Nc1ccc(F)cc1,0.3,1,2,1,1.2,99,-2,-3,14,0.0
COc1cc(NC(=O)COc2ccc(Cl)cc2)ccc1NC(=O)C(C)C,0.0,0,-1,-5,0.9,99,-1,1,14,-0.1
